# Source: PubChem BioAssay (NCI)
# NCI-60 one-dose screen, 48 h, at 10 µM unless noted. Numbers give growth in % (100 = growth as untreated, 0 = no growth, -100 = all killed).
# KM12 – KM12 colon cancer cells; 82,000 tested, 5% active; AID 1794800
# SNB-75 – SNB-75 CNS cancer | AID 1794750 | 79,000 tested, 5% active
# SW-620 – SW-620 colon cancer | AID 1794795 | 82,000 tested, 5.2% active
# DU-145 – DU-145 prostate cancer; 81,000 tested, 4.2% active
# HCC-2998 – HCC-2998 colon cancer; 79,000 tested, 4.7% active; AID 1794799
# SF-539 – SF-539 CNS cancer. AID 1794752. 81,000 tested, 6.8% active
# SNB-19 – SNB-19 CNS cancer cells. 81,000 tested, 2.5% active
# HT29 – HT29 colon cancer; AID 1794748; 81,000 tested, 7.4% active
# PC-3 – PC-3 prostate cancer cells; 80,000 tested, 3.9% active; AID 1794754
# An asterisk follows results filed as active; nt = no result given; & = joins results of further samples. Rule for the calls: active = growth percent below 10; inactive = the rest. A portion of the library; count on the stated rates, not on these rows.
SMILES,KM12,SNB-75,SW-620,DU-145,HCC-2998,SF-539,SNB-19,HT29,PC-3
C=CC[PH+](c1ccccc1)c1ccccc1.C=CC[PH+](c1ccccc1)c1ccccc1.[Cl][Pt][Cl],78,66,2.4*,72,95,68,70,41,54
CCCCNCCc1cccnc1,101,nt,98,107,99,100,99,90,98
COc1ccc2c(c1)c(-c1nc(-c3cn(C)c4ncccc34)cs1)cn2CCCCN1CCOCC1,-5.6*,44,-77*,47,7.7*,31,35,-88*,31
CC(=O)O[C@H]1CC[C@@]2(C)C(=CC[C@H]3[C@@H]4CC[C@H](C(C)C(=O)N(CCCl)CCCl)[C@@]4(C)CC[C@@H]32)C1 (some centres undefined),62,106,94,92,85,32,104,16,77
CC(Cl)CN(C)C (centres undefined),98,84,107,107,104,93,104,120,94
C=CCC1C(=O)NC(=O)NC1=O,106,84,108,114,104,103,nt,nt,93
Nc1c(Br)cc(Br)cc1Br,108,91,113,124,nt,104,100,109,99
N#CC1=C(N)Oc2c(c(=O)oc3ccccc23)C1c1ccco1 (centres undefined),103,90,108,113,104,98,94,103,109
O=C(/C=C/c1ccccc1)c1nc2ccccc2n1Cc1ccc(F)cc1,-41*,3.4*,nt,2.9*,-96*,-89*,-48*,-49*,-34*
O=C(O)c1ccc([N+](=O)[O-])c([N+](=O)[O-])c1,106,98,122,106,108,101,102,111,97
CCOP(=O)(CN(CCO)CCO)OCC,111,76,98,119,112,91,110,105,100
CC[C@@H](CO)NC(=O)[C@@H]1C=C2c3cccc4[nH]cc(c34)C[C@H]2N(C)C1,103,94,108,108,104,105,103,94,100
CCC1CN1P(=O)(Oc1ccc(Cl)cc1)N1CC1CC (centres undefined),103,84,99,109,98,99,82,90,80
O=C(NCc1ccc(Cl)cc1)c1cn(Cc2ccc(Cl)cc2)nn1,108,106,98,87,112,111,104,110,104
CCCCCCCC(=O)OCC(=O)[C@]1(O)Cc2c(O)c3c(c(O)c2[C@@H](OC2CC(N)C(O)C(C)O2)C1)C(=O)c1c(OC)cccc1C3=O (some centres undefined),-96*,-79*,-62*,-100*,-90*,-80*,nt,-64*,-100*
CN(Cc1ccccn1)N=O,102,96,102,109,102,96,105,97,95
COc1ccccc1NP1(=O)OCC(C)([N+](=O)[O-])CO1 (centres undefined),106,96,102,109,120,106,101,105,100
C/C(=N\O)C(=O)c1ccccc1,110,81,105,97,108,93,102,123,100
NC(Cc1ccccc1)c1ccccc1 (centres undefined),110&104,85&94,104&112,120&117,102&105,97&103,100&105,95&106,90&85
N=C(N)N=Nc1c(O)[nH]c(=O)[nH]c1=O,114,94,109,111,104,103,103,111,98
CCOP(=O)(CC(=O)NC(C(N)=O)C(C)C)OCC (centres undefined),116,102,111,113,102,94,102,94,89
Cn1cc(C(=O)C[n+]2ccccc2)c2ccccc21,91,nt,106,109,106,90,105,105,90
OCCCNP(=S)(N1CC1)N1CC1,103,110,91,96,101,100,108,82,80
NC(=S)c1cn(C2OC(CO)C(O)C2O)c2ncnc(N)c12 (centres undefined),-15*,-8.8*,-28*,-19*,-45*,-53*,10.0*,2.8*,6.4*
CCCCN(N=O)C(C)=O,110,99,106,120,122,104,107,100,94
ClCCN(CCCl)c1nc(Cl)c(C2CC(c3ccc(Br)cc3)=NN2c2ccccc2)s1 (centres undefined),82,86,93,109,107,98,90,88,70
O=C1/C(=C/c2cn(Cc3ccccc3Br)c3ncccc23)N2CCC1CC2,89,82,86,88,100,92,82,77,62
CN1C(=O)C(=Cc2ccc(O)cc2)C(=O)N(C)C1=O,110,66,103,109,111,98,100,96,99
CCC1([N+](=O)[O-])COP(=O)(NCc2cccnc2)OC1 (centres undefined),103,104,105,103,115,106,108,116,106
CNC(c1ccccc1)C(O)c1ccccc1 (centres undefined),96,91,106,99,107,98,101,105,100
CCC1CN1P(=O)(N(CC)CC)N1CC1CC (centres undefined),99,94,105,107,103,110,105,109,97
O=C1C=Cc2ccccc2C1=O,110,nt,50,46,112,77,73,112,73
CCCCOC(C(=O)OCCN(C)C)(c1ccccc1)c1ccccc1,103,83,101,113,115,108,105,95,81
COC(=O)C1CN1/C(C)=N/N=C1\C(=O)Nc2ccc(F)cc21 (centres undefined),98,84,101,114,116,98,108,105,98
Cc1cccc([N+](=O)[O-])c1O,112,101,106,118,97,106,110,107,84
O=[N+]([O-])c1ccc(/C=C/C=C/c2ccc(S(=O)(=O)F)cc2Cl)c(Cl)c1,112,82,109,123,112,94,99,115,95
CC(=O)C1C(N2CC2)CC2C3CCC4=CC(=O)CCC4(C)C3CCC21C (centres undefined),95,97,98,105,101,99,101,120,87
C=CCCCCCCCCC(=O)O (tested in a mixture with another compound),94,83,101,107,111,90,nt,103,96
O=c1[nH]c2ccccc2n1CCCN1CCC(n2c(=O)[nH]c3cc(Cl)ccc32)CC1,99,nt,101,106,107,nt,nt,82,97
CNC(=O)O/N=C(/C)c1cccc([N+](=O)[O-])c1,126,88,100,118,109,102,102,119,120
CCCCCC(=O)P(=O)(OCC)OCC,104,117,107,103,95,99,105,103,101
CNC1CCc2cc3c(cc2C1)OCO3 (centres undefined),104,87,110,107,99,107,102,101,99
CNC(=O)Oc1ccc(OC)cc1,111,102,104,106,103,94,102,109,98
Cc1ccc(OCC(C)N(CCCl)Cc2ccccc2)cc1 (centres undefined),97,86,100,102,100,99,106,86,76
O=C1NC(=O)C(=Cc2ccc(F)cc2)C(=O)N1,110,90,104,110,110,106,105,107,97
CC(=O)O[C@H](C[C@H](C(C)C)N(C)C(=O)[C@H](C)NC(=O)[C@H]1CCCN1C)c1nc(C(=O)N[C@@H](Cc2ccccc2)C[C@H](C)C(=O)O)cs1,76,77,57,107,98,93,82,89,85
OC1C=CC2CC1(O)C1CCCCN1O2 (centres undefined),111,93,109,113,109,101,101,102,110
NC(Cc1ccc(O)cc1)C(=O)N/N=C/c1ccc(N(CCCl)CCCl)cc1 (centres undefined),75,70,87,69,87,33,93,100,56
CCCN1CCN(c2ccccc2OC)CC1,96,88,108,107,92,90,101,90,92
ClCCN1CCOCC1,102,89,98,108,97,91,nt,105,95
O=C(CI)CI,118,82,102,115,109,96,108,109,98
NCCc1c[nH]c2ccc(F)cc12,112,nt,101,120,107,115,107,110,109
Cc1cc(NC(=O)/C=C/c2ccc([N+](=O)[O-])cc2)ccc1S(=O)(=O)F,97,106,110,103,102,112,109,100,99
Cn1nc(-c2ccc(S(=O)(=O)F)cc2)s/c1=N/NC(=O)c1ccccc1,102,98,103,104,125,102,nt,110,102
CC(=O)C1CCC2C3CCC4CC(O)CCC4(C)C3CCC12C#N (centres undefined),108,105,122,109,108,95,98,98,101
COc1cc2c(cc1OC)[C@@H]1N(CC2)C(=O)c2ccccc2[C@@]1(C)C(=O)O,113,108,109,110,110,105,98,107,104
CC(C)[C@H](NC(=O)c1cc(-c2ccc(F)cc2)nn1CCCCCF)C(N)=O,106,93,104,107,106,98,101,106,96
C1CCC2CNCCC2C1 (centres undefined),108,97,106,109,99,114,nt,107,86
CCN(CCO)C(Cc1ccccc1)c1ccccc1 (centres undefined),99,100,96,105,97,106,119,99,95
O=C(CBr)OC1CCCCC1,101,105,107,102,93,104,105,109,98
# The list continues:
SMILES,KM12,SNB-75,SW-620,DU-145,HCC-2998,SF-539,SNB-19,HT29,PC-3
CN1C(=O)CCS(=O)(=O)C1c1ccc(Cl)cc1 (centres undefined),106,90,110,119,106,100,113,95,95
O=NNc1ccc2cccnc2n1,102,90,100,109,110,96,nt,96,100
CC(C(=O)O)N(C)N=O (centres undefined),113,80,105,120,113,96,106,101,102
O=C(/C=C/c1ccc(Cl)cc1Cl)c1nc2ccccc2n1Cc1ccc(Br)cc1,83,50,nt,84,70,84,75,54,67
NCCc1ccccc1,114&93,89,102&97,114&110,110&97,96&93,106&100,103&103,100&99
CCCCCCCCCCC1CCP(=O)(OC)OC(C)=C1C(=O)OC (centres undefined),57,63,81,82,74,69,70,77,51
CN(N)c1ccc([N+](=O)[O-])cc1[N+](=O)[O-],103,97,102,98,103,102,103,101,98
CC(C)c1cccc(C(C)C)c1OCCCN(C)C,103,83,104,nt,103,110,102,86,95
O=P(Oc1ccccc1)(Oc1ccccc1)C(Nc1ccccc1)c1ccncc1 (centres undefined),100,85,96,110,112,95,110,nt,nt
CO[C@H](C(=O)O)[C@@H]1Cc2cc3cc(OC4CC(OC5CC(O)C(O)C(C)O5)C(O)C(C)O4)c(C)c(O)c3c(O)c2C(=O)[C@H]1OC1CC(OC2CC(OC3CC(C)(O)C(O)C(C)O3)C(O)C(C)O2)C(O)C(C)O1 (some centres undefined),7.1*,-55*,19,22,-38*,-23*,11,7.1*,20
CN(CCCl)c1ccc(/C=C/C2=[N+](C)c3ccccc3C2(C)C)cc1,13,39,20,29,26,14,42,5.6*,5.9*
Cc1cc(C)c(C[N+](C)(C)C)c(C)c1,105,92,94,104,112,96,94,99,108
C=CCOC(=O)CC(C(=O)OCC=C)N1CC1 (centres undefined),109,95,102,117,109,107,103,98,104
CCOC(=O)[C@@H](C)C[C@H](Cc1ccccc1)NC(=O)c1csc([C@@H](C[C@H](C(C)C)N(C)C(=O)[C@H](CCC(C)C)NC(=O)[C@H]2CCCCN2C)OC(C)=O)n1,14,38,25,16,10,-10*,40,-15*,14
COc1ccc(/C=C/c2cc(OC)c(OC)c(OC)c2)cc1NC(=O)/C=C/c1ccc(F)cc1,25,3.3*,31,10,17,-0.9*,33,9.9*,29

# Part of the list above in another layout:
# The line under a structure holds: KM12 | SNB-75 | SW-620 | DU-145 | HCC-2998 | SF-539 | SNB-19 | HT29 | PC-3
> NCCc1ccccc1
→ 114&93 | 89 | 102&97 | 114&110 | 110&97 | 96&93 | 106&100 | 103&103 | 100&99
> CCCCCCCCCCC1CCP(=O)(OC)OC(C)=C1C(=O)OC (centres undefined)
→ 57 | 63 | 81 | 82 | 74 | 69 | 70 | 77 | 51
> CN(N)c1ccc([N+](=O)[O-])cc1[N+](=O)[O-]
→ 103 | 97 | 102 | 98 | 103 | 102 | 103 | 101 | 98
> CC(C)c1cccc(C(C)C)c1OCCCN(C)C
→ 103 | 83 | 104 | nt | 103 | 110 | 102 | 86 | 95
> O=P(Oc1ccccc1)(Oc1ccccc1)C(Nc1ccccc1)c1ccncc1 (centres undefined)
→ 100 | 85 | 96 | 110 | 112 | 95 | 110 | nt | nt

# In a second layout: entries from further up
> Cc1cc(C)c(C[N+](C)(C)C)c(C)c1
  KM12: 105; SNB-75: 92; SW-620: 94; DU-145: 104; HCC-2998: 112; SF-539: 96; SNB-19: 94; HT29: 99; PC-3: 108
> O=P(Oc1ccccc1)(Oc1ccccc1)C(Nc1ccccc1)c1ccncc1 (centres undefined)
  KM12: 100; SNB-75: 85; SW-620: 96; DU-145: 110; HCC-2998: 112; SF-539: 95; SNB-19: 110; HT29: nt; PC-3: nt
